CAL PDZ FP-1 – human CAL PDZ-peptide interaction inhibition | Q9HD26 | purified CAL PDZ, TMR-peptide fluorescence polarization, 1 h | inhibition, % at 20 µM | 330,000 tested, 0.02% active | AID 504414;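 active means highest replicate inhibition of at least 40%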;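 further: plate controls were DMSO neutral control wells for no effect and unlabeled competitor peptide control wells for full effect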
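Test system: purified CerCALP PDZ construct; Compound dosing: one concentration, 20 µM compound; Also added: TMR-labelled reporter peptide T*-PRC34 bound in PDZ groove; Read-out: inhibition from polarization loss; Controls: unlabelled peptide and DMSO controls; Signal: FP readout, S and P plane fluorescence; Incubation: 1 h at RT.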
PfHsp90 yeast 2 – inhibits growth of yeast expressing Plasmodium falciparum Hsp90 | S. cerevisiae expressing PfHsp90, BacTiter-Glo ATP, 48 h; yeast lacking PDR1 and PDR3 efflux regulators | inhibition, % at 9.4 µM | 310,000 tested, 0.32% active | AID 504621;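 active means every replicate shows inhibition above about 80%, whatever the replicate mean, limit read from the data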;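 further: 0% = DMSO neutral controls and 100% = 20 µM radicicol positive controls; yeast relying on Plasmodium falciparum Hsp90 in place of its own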
PvdQ acylase – blocks Pseudomonas aeruginosa PvdQ acylase activity; purified PvdQ acylase, fluorescence plate reader; inhibition, % at 10 µM; 340,000 tested, 0.063% active; in the data active means inhibition above about 30%, passing the limit was not always enough;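 further: 0% = vehicle neutral wells and 100% = reference inhibitor wells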
Rtt109 HAT inh – inhibitors of Candida albicans Rtt109/Vps75 histone acetyltransferase | purified Rtt109/Vps75, ThioGlo CoA-SH fluorescence, 4 h | inhibition, % at 34.9 µM | 330,000 tested, 0.16% active | AID 540336;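 active means inhibition of at least 50% in every replicate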
Target sequence (Q5AAJ8 whole entry, looked up): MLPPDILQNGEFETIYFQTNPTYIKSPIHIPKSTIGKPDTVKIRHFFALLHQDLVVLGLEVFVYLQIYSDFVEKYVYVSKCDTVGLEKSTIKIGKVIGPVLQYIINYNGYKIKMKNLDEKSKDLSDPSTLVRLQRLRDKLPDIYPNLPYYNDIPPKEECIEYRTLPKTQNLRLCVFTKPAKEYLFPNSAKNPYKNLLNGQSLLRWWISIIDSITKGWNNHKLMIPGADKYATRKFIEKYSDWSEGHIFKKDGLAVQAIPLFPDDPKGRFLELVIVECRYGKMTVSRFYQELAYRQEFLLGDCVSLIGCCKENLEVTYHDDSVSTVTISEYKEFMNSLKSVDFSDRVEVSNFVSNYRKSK
dFosB act – activators of mouse delta FosB homodimer. P13346. purified delta FosB, TAMRA-CDK5 oligo fluorescence polarization; percent of positive-control signal above neutral wells. activation, % at 25 µM. 340,000 tested, 0.99% active. AID 493131;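 active means mean activation above about 17%, with every replicate also reaching it, limit read from the data, passing the limit was not always enough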;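 further: fluorescence polarization rise as delta FosB binds a TAMRA Cdk5 AP-1 oligo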
Target sequence (P13346 whole entry, looked up): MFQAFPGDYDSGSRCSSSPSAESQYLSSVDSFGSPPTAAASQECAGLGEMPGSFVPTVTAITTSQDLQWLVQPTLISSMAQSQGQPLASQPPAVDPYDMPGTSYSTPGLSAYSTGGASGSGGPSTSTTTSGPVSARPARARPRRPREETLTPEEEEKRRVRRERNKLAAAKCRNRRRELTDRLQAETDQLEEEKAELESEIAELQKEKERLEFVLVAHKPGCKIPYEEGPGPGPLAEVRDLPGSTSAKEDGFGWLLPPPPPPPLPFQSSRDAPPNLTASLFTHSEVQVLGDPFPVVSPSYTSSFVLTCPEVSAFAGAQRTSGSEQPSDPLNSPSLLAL
MITF act – increases MITF-driven TRPM1 promoter luciferase signal. SK-MEL-5 TRPM1-promoter luciferase, 24 h; % of positive control, neutral wells = 0. activation, % at 12.5 µM. 300,000 tested, 0.75% active. AID 588334;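 active means mean activation of at least 80% with every replicate also reaching 80%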;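 further: 0% = neutral control wells and 100% = parthenolide positive control wells; values of inactives mirror those of a sister screen read the other way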
SR-BI DiI-HDL act – activators of SR-BI mediated HDL lipid uptake; CHO ldlA[mSR-BI] cells, DiI-HDL uptake fluorescence, 3 h; 100 = double the neutral-control signal; activation, % at 12.5 µM; 320,000 tested, 0.096% active; AID 504775;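 active means mean replicate activation of at least 60% and every replicate at or above 60%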;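 further: 0% = median plate neutral-control signal and 100% = twice that signal; values of inactives mirror those of a sister screen read the other way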
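Assay system: CHO ldlA[mSR-BI] cells, LDL receptor-null, SR-BI overexpressing; medium: Ham's F12 with 0.5% BSA, HEPES 25 mM, pH 7.4; also added: DiI-HDL 10 µg/mL; timing: 3 h uptake period with compound, 37 °C; signal: DiI fluorescence, bottom read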
CAL PDZ FP-2 – inhibitors of human CAL PDZ peptide binding | purified CAL PDZ, TMR-peptide fluorescence polarization, 1 h | inhibition, % at 24.9 µM | 300,000 tested, 0.92% active | AID 602252;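 active means mean inhibition of at least 30% with at least half of replicates also reaching 30%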;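 further: 0% = DMSO neutral control and 100% = excess unlabeled competitor peptide PRC23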
SR-BI HDL uptake – mouse SR-BI HDL lipid transfer inhibition | 320,000 tested, 0.96% active | Q61009 | inhibition, % at 12.5 µM | AID 488896 | ldlA[mSR-BI] CHO cells, DiI-HDL uptake fluorescence, 3 h;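 active means mean replicate inhibition of at least 70% and a set share of replicates each scoring 70 or more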;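 further: 0% = median of neutral control wells and 100% = median of positive control wells; values of inactives mirror those of a sister screen read the other way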
NSD2 HMT inh – blocks human histone methyltransferase NSD2 | O96028 | NSD2 peptide methylation, AlphaScreen, 120 min | inhibition, % at 12.5 µM | 310,000 tested, 0.54% active | AID 743445; in the data active means inhibition above about 50%
Starred values were filed as active, the others as inactive; . = not tested or not shown. Rows are unselected (roughly 4.3% active in at least one column).

| item | SMILES | CAL PDZ FP-1 | PfHsp90 yeast 2 | PvdQ acylase | Rtt109 HAT inh | dFosB act | MITF act | SR-BI DiI-HDL act | CAL PDZ FP-2 | SR-BI HDL uptake | NSD2 HMT inh |
| --- | --- | --- | --- | --- | --- | --- | --- | --- | --- | --- | --- |
| 1 | CCc1nnc(NC(=O)c2ccc(S(=O)(=O)N3CCCc4ccccc43)cc2)o1 | -0.8 | 5 | -10 | 9 | -8 | -22 | 13 | -4 | -13 | -1 |
| 2 | CCOC(=O)c1cnc(-n2nc(C)cc2C)nc1Nc1ccc(C)cc1 | 1.6 | 1 | 0 | 8 | 0 | . | -25 | 3 | 25 | -2 |
| 3 | O=C(CC1C(=O)NCCN1C/C=C/c1ccccc1)NCCCC1CCCC1 (configuration not stated) | 0.4 | 5 | 0 | -11 | -6 | 3 | 9 | . | -9 | 1 |
| 4 | Cc1cccc(NC(=O)C2CCCN(S(=O)(=O)c3ccc4[nH]c(=O)ccc4c3)C2)c1 (configuration not stated) | -0.8 | 4 | -3 | -6 | 45* | -1 | -4 | . | 4 | . |
| 5 | COc1cccc2cc(C(=O)C3=C(O)C(=O)N(CCN(C)C)C3c3ccc(Cl)cc3)oc12 (configuration not stated) | -0.7 | -2 | -14 | 18 | -9 | . | 19 | -8 | -19 | 4 |
| 6 | Cc1cc(C(=O)NC2CC(C)(C)Cc3c2cnn3-c2ccc(F)cc2)nn1C (configuration not stated) | -0.9 | 4 | 2 | 3 | -10 | 16 | -33 | -4 | 33 | -2 |
| 7 | CCCN(CCC)C(=O)C1CCC(CNS(=O)(=O)c2cccc3nsnc23)CC1 (configuration not stated) | -1.7 | -17 | -5 | 1 | -7 | 16 | -65 | -4 | 65 | 20 |
| 8 | CC(NCc1ccc(S(N)(=O)=O)cc1)C(=O)Nc1cccc(Cl)c1 (configuration not stated) | -1.1 | -3 | 0 | -4 | 0 | 2 | 8 | -3 | -8 | 1 |
| 9 | Cc1ccc(NS(=O)(=O)c2cn(C)c(=O)n(C)c2=O)c(C)c1 | -0.1 | 10 | -5 | 2 | 3 | . | 1 | -1 | -1 | . |
| 10 | Cc1cccc(C)c1NC(=O)CCCSc1nnc(-c2ccc(F)cc2)n1-c1ccccc1 | -1.5 | -5 | 10 | 4 | -13 | -23 | -41 | -6 | 41 | -2 |
| 11 | COc1cccc(CNC(=O)[C@@H](C)N2C(=O)N3CCc4c([nH]c5ccc(OC)cc45)C3(C)C2=O)c1 (some centres not stated) | -5.7 | 23 | -8 | 4 | -13 | 3 | -42 | -9 | 42 | . |
| 12 | CCOc1ccc(CN2CCN(Cc3c[nH]c4ccccc34)CC2)cc1 | -0.6 | 15 | -6 | 5 | -7 | 4 | 9 | -2 | -9 | 5 |
| 13 | CC(=O)Nc1nc(-c2ccc3ccccc3c2)cs1 | -2.3 | -22 | -7 | 4 | -1 | 94* | -35 | 3 | 35 | 2 |
| 14 | Cn1c(=O)[nH]c(=O)c2c1nc(N1CCCCC1)n2CC(O)COc1ccc([N+](=O)[O-])cc1 (configuration not stated) | -0.6 | -8 | 4 | 45 | -10 | 2 | -2 | -5 | 2 | 0 |
| 15 | O=C(O)c1cc([N+](=O)[O-])ccc1NCc1ccccn1 | 0.2 | -8 | -3 | -2 | -5 | 2 | 6 | -3 | -6 | . |
| 16 | COC(=O)Cn1c(CCS(=O)(=O)c2ccc(Cl)cc2)nc2ccccc21 | -1.2 | 5 | 6 | -20 | -4 | 4 | 29 | -1 | -29 | -1 |
| 17 | CCc1nnc(NC(=O)CSc2nnc(CNc3cccc(Cl)c3)n2CC)s1 | 0.0 | 9 | -6 | -1 | -7 | -16 | 19 | -4 | -19 | -4 |
| 18 | O=[N+]([O-])c1cccc(S(=O)(=O)NCCOc2cccc3cccnc23)c1 | -1.7 | 1 | -10 | -3 | -10 | -3 | -2 | -3 | 2 | 0 |
| 19 | O=C1CCCN1C(=O)CSc1nnnn1-c1ccccc1 | 0.9 | 40 | -11 | -4 | -3 | 8 | 18 | . | -18 | 2 |
| 20 | COc1ccc(CCNC(=O)C2CCN(Cc3nc(-c4ccc(Cl)cc4)oc3C)CC2)cc1OC | 0.2 | -3 | 7 | 32 | -6 | -4 | -25 | -2 | 25 | . |
| 21 | COc1cc2c(c(OC)c1O)C(=O)CO2 | -1.9 | 12 | -13 | 0 | 6 | -1 | 5 | -2 | -5 | 0 |
| 22 | CC1CCCC(C)N1C(=O)Cn1cc(/C=C2/C(=O)Nc3ccccc32)c2ccccc21 (configuration not stated) | 1.0 | -8 | 7 | 15 | -3 | -19 | -28 | -1 | 28 | . |
| 23 | Cc1ccc(NC(=O)/C(=C/c2cccs2)NC(=O)c2ccco2)c(C)c1 | -1.1 | 21 | -6 | 3 | -4 | -5 | 5 | -1 | -5 | -1 |
| 24 | C/C(=N\NC(=O)COc1ccccc1-c1ccccc1)c1ccc(O)cc1O | -1.4 | -101 | -12 | -9 | -12 | -20 | . | 3 | . | 5 |
| 25 | CCOc1ccccc1NC(=O)C1CCCN(S(=O)(=O)c2ccc3c(c2)C(C)(C)C(=O)N3C)C1 (configuration not stated) | -1.9 | -9 | -5 | 2 | 4 | . | -55 | -5 | 55 | . |

Part of the list above, with each value named.
#15 O=C(O)c1cc([N+](=O)[O-])ccc1NCc1ccccn1
- CAL PDZ FP-1: 0.2
- PfHsp90 yeast 2: -8
- PvdQ acylase: -3
- Rtt109 HAT inh: -2
- dFosB act: -5
- MITF act: 2
- SR-BI DiI-HDL act: 6
- CAL PDZ FP-2: -3
- SR-BI HDL uptake: -6
- NSD2 HMT inh: .

#16 COC(=O)Cn1c(CCS(=O)(=O)c2ccc(Cl)cc2)nc2ccccc21
- CAL PDZ FP-1: -1.2
- PfHsp90 yeast 2: 5
- PvdQ acylase: 6
- Rtt109 HAT inh: -20
- dFosB act: -4
- MITF act: 4
- SR-BI DiI-HDL act: 29
- CAL PDZ FP-2: -1
- SR-BI HDL uptake: -29
- NSD2 HMT inh: -1

#17 CCc1nnc(NC(=O)CSc2nnc(CNc3cccc(Cl)c3)n2CC)s1
- CAL PDZ FP-1: 0.0
- PfHsp90 yeast 2: 9
- PvdQ acylase: -6
- Rtt109 HAT inh: -1
- dFosB act: -7
- MITF act: -16
- SR-BI DiI-HDL act: 19
- CAL PDZ FP-2: -4
- SR-BI HDL uptake: -19
- NSD2 HMT inh: -4

#18 O=[N+]([O-])c1cccc(S(=O)(=O)NCCOc2cccc3cccnc23)c1
- CAL PDZ FP-1: -1.7
- PfHsp90 yeast 2: 1
- PvdQ acylase: -10
- Rtt109 HAT inh: -3
- dFosB act: -10
- MITF act: -3
- SR-BI DiI-HDL act: -2
- CAL PDZ FP-2: -3
- SR-BI HDL uptake: 2
- NSD2 HMT inh: 0

More entries.
| item | SMILES | CAL PDZ FP-1 | PfHsp90 yeast 2 | PvdQ acylase | Rtt109 HAT inh | dFosB act | MITF act | SR-BI DiI-HDL act | CAL PDZ FP-2 | SR-BI HDL uptake | NSD2 HMT inh |
| --- | --- | --- | --- | --- | --- | --- | --- | --- | --- | --- | --- |
| 26 | OCCNc1c2ccccc2nc2c(F)c(F)c(F)c(F)c12 | -1.7 | 4 | -12 | -4 | -2 | -81 | -13 | 1 | 13 | -1 |
| 27 | COc1ccc([C@H]2CC(=O)C=C(c3ccc(F)nc3)C2)cc1OC | -0.4 | 2 | -11 | 3 | 0 | -3 | -3 | -3 | 3 | . |
| 28 | COc1ccc(C(=O)NCc2nnc(SCC(=O)c3ccc(F)cc3)n2C)cc1OC | -0.5 | -2 | 10 | 1 | -7 | -5 | -19 | -1 | 19 | . |
| 29 | CCC(CC)c1nnc(NC(=O)c2ccc(S(=O)(=O)N3CCc4ccccc4C3)cc2)s1 | -3.9 | 12 | 5 | 14 | -5 | -10 | 14 | -3 | -14 | 0 |
| 30 | O=C(N/N=C(\Cc1ncc[nH]1)c1ccccc1)c1ccncc1 | -1.8 | . | 15 | -1 | 1 | -18 | -18 | -3 | 18 | -16 |
| 31 | CN(C)C(CNC(=O)c1ccc(NC(=O)c2cccs2)cc1)c1ccccc1 (configuration not stated) | -0.6 | -20 | -16 | 6 | -10 | 11 | -15 | -6 | 15 | -3 |
| 32 | CCOC(=O)N1CCC(n2c(SCC(=O)NCc3ccccc3)nc3ccccc3c2=O)CC1 | -1.0 | 1 | -11 | -2 | -7 | . | . | -2 | . | -3 |
| 33 | Cc1nnc(SCC(=O)Nc2ccc(S(=O)(=O)N3CCCC3)cc2)n1N | -1.0 | 40 | -18 | -6 | 2 | -3 | 10 | 0 | -10 | -3 |
| 34 | COc1cc(C(=O)O/N=C(\N)c2cccc([N+](=O)[O-])c2)cc(OC)c1OC | 1.1 | -12 | -12 | -5 | -13 | 12 | -59 | -4 | 59 | -3 |
| 35 | O=C1NN(c2ccccc2)C(=O)/C1=C\c1cccn1-c1ccc(Cl)c([N+](=O)[O-])c1 | -2.1 | -2 | -18 | 4 | 0 | -20 | -15 | 5 | 15 | 7 |
| 36 | COc1ccc(CCn2c(C)cc(C(=O)CSc3nnnn3-c3ccccc3)c2C)cc1 | -0.1 | -5 | -9 | -6 | 2 | . | -47 | 1 | 47 | 2 |
| 37 | CCOC(=O)N1CCN(C(=O)COc2ccc(S(=O)(=O)NCc3ccccc3)cc2)CC1 | -0.4 | 9 | 5 | -8 | -7 | -12 | -34 | -2 | 34 | -1 |
| 38 | CCCNC(=S)NC1CC2CCC(C1)N2Cc1ccccc1 (configuration not stated) | -0.8 | 2 | -6 | 1 | -5 | 5 | -7 | 0 | 7 | . |
| 39 | C/C(=N\NC(=O)c1ccoc1C)c1cccc2ccccc12 | -0.9 | 8 | -10 | 2 | -19 | 9 | 14 | . | -14 | 1 |
| 40 | Cc1cccc(NC(=O)c2ccc(S(=O)(=O)NCc3ccco3)cc2)n1 | -0.8 | -1 | 7 | 7 | 33* | 49 | -6 | -2 | 6 | 1 |
| 41 | COc1ccc(-c2cc(-c3ccccc3)c(C#N)c(SCC(=O)O)n2)cc1 | -5.0 | -3 | 8 | -26 | -14 | . | -4 | . | 4 | -1 |
| 42 | CN(C)CCNC(=O)/C(=C/c1cccc([N+](=O)[O-])c1)NC(=O)c1ccccc1 | -0.7 | -4 | -6 | 2 | 6 | 6 | 7 | 3 | -7 | 2 |
| 43 | Cc1nc(NCCN2CCOCC2)c2oc3ccccc3c2n1 | 0.1 | -28 | -13 | -5 | -15 | 1 | 8 | 1 | -8 | 3 |
| 44 | CC1CCCN(C(=O)C2CCN(S(=O)(=O)c3ccc4c(c3)CC(C)N4C(=O)C3CC3)CC2)C1 (configuration not stated) | -0.8 | -12 | -6 | 7 | -15 | -13 | 14 | -6 | -14 | 2 |

Screening results: PubChem, Broad Institute
